Screens deposited in PubChem BioAssay by National Center for Advancing Translational Sciences (NCATS).
ELG1 genotox: qHTS screen for small molecules that induce genotoxicity in human embryonic kidney (HEK293T) cells expressing luciferase-tagged ELG1. 1.3% of 330,000 active. HEK293T ELG1-luciferase reporter, luminescence, 16 h. AID 504466, 2011. Potency, µM (highest dose often 46 µM), inactives show at the highest dose activity change, positive = activation, most hits filed as activators; also: potency is read from the fitted curve at half-maximal effect; % of control where 0% means no effect; nearly all actives have a fitted effect of over 60% in size
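Step 1: seed 2,000 HEK293T ELG1-luciferase cells per well. Step 2: add compound or DMSO, incubate 16 hr at 37 °C. Step 3: ONE-Glo, 30 min at room temperature, read luminescence.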
VP16 counter: VP16 counterscreen qHTS for inhibitors of ROR gamma transcriptional activity | Drosophila S2 Gal4-VP16 UAS-luciferase, luminescence, 20 h | Potency, µM (series often up to 53.6 µM), inactives show at the top dose activity, negative = inhibition, usual class: inhibitors | 3.5% of 310,000 active | AID 2546, 2010;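 also: Gal4-VP16 expression switched on by copper sulfate through the metallothionein promoter; potency is read from the fitted curve at half-maximal effect; % is scaled to controls: 0 for no effect and ±100 for the full control effect; nearly all actives have a fitted effect of over 50% in size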
Tb PFK inh: qHTS Assay to Find Inhibitors of T. brucei phosphofructokinase; ATP-dependent 6-phosphofructokinase (Trypanosoma brucei brucei), O15648; T. brucei PFK, ADP-Glo luminescence; Potency, µM (highest dose often 57.5 µM), for inactives: top-dose activity, negative = inhibition, usual class: inhibitors; 0.17% of 330,000 active; AID 485367, 2010;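 also: potency is read from the fitted curve at half-maximal effect; 0% = uninhibited 1x PFK enzyme wells and -100% = no-enzyme wells; nearly all actives have a fitted effect of over 60% in size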
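Compounds were pin-transferred as a titration series up to 57 uM into substrate buffer (0.5 mM F6P, 0.1 mM ATP, pH 8.0), then 1.25 nM PFK was added and reactions ran 45 min before ADP-Glo detection.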
BRCA1 expr act: qHTS Assay to Identify Small Molecule Activators of BRCA1 Expression; MCF7-BRCA1-FFLuc reporter, luminescence, 48 h; response scale: scaled: vehicle 0%, 10 µM genistein 100%; Potency, µM (highest dose often 46.1 µM), without a hit: at the top dose activation, hits mostly activators; 1.1% of 380,000 active; AID 624202, 2012; also: potency is read from the fitted curve at half-maximal effect; nearly all actives have a fitted effect of over 80% in size; some results filed as inactive show a strong effect at the top dose
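Cells: MCF7-BRCA1-FFLuc, 2000/well. Exposure: 48 h, 37 °C, 5% CO2. Read: luminescence, 15 min post-substrate. Controls: genistein 10 microM (maximal activation), DMSO (neutral).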
FLuc modulator: qHTS profiling assay for firefly luciferase inhibitor/activator using purifed enzyme and Km concentrations of substrates (counterscreen for miR-21 project); purified FLuc, Km substrates, luminescence inhibition; Potency, µM (top dose mostly 57.5 µM), for the others: top-dose activity change, negative = inhibition, hits mostly inhibitors; 6.9% of 360,000 active; AID 588342, 2011;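 also: potency is read from the fitted curve at half-maximal effect; plate controls were vehicle for no effect and reference inhibitor for full effect; nearly all actives have a fitted effect of over 55% in size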
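Biochemical qHTS of compounds, final roughly 60 µM downward over six points, against 10 nM purified firefly luciferase using Km concentrations of substrates (10 uM D-luciferin, 10 uM ATP) in Tris acetate pH 7.5 buffer; luminescence output.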
ELG1 DNA repair: qHTS screen for small molecules that inhibit ELG1-dependent DNA repair in human embryonic kidney (HEK293T) cells expressing luciferase-tagged ELG1; 2.3% of 330,000 active; Potency, µM (top dose mostly 46.1 µM), inactives show top-dose activity change, negative = inhibition, actives largely listed as inhibitors; HEK293T ELG1-luciferase reporter, luminescence, 16 h; DNA damage induced by 5-fluorouridine; also: potency is read from the fitted curve at half-maximal effect; % is scaled to controls: 0 for no effect and ±100 for the full control effect; nearly all actives have a fitted effect of over 55% in size
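5-Fluorouridine DNA damage + compound/DMSO, 2,000 cells/well, 16 h, 37 °C/5% CO2. ONE-Glo, 30 min RT, luminescence. Readout = decrease in reporter signal.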
Rab9 promoter act: qHTS Assay for Rab9 Promoter Activators; Huh7 Rab9 promoter-luciferase reporter, luminescence, 24 h; 2.8% of 320,000 active; Potency, µM (top dose mostly 9.22 µM), for the others: at the top dose activation, negative = inhibition, most hits filed as activators; AID 485297, 2010; also: potency is read from the fitted curve at half-maximal effect; % of control where 0% means no effect; nearly all actives have a fitted effect of over 60% in size
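Luminescence from Amplite-detected luciferase (10 minutes, ambient) reports Rab9 promoter activation. Before that, stable Rab9-luciferase Huh7 cells (1500/well, reduced-serum OP-MEM I plus 10% FBS) were exposed to compound for 24 hours at 37C.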
NPC1 promoter act: qHTS Assay for NPC1 Promoter Activators; Huh7 NPC1 promoter luciferase reporter, 24 h; Potency, µM (highest dose often 9.22 µM), for inactives: at the highest dose activation, actives largely listed as activators; 2.4% of 320,000 active; AID 485313, 2010;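 also: potency is read from the fitted curve at half-maximal effect; % of control where 0% means no effect; nearly all actives have a fitted effect of over 60% in size; reporter is driven by a mutant NPC1 promoter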
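In 1536-well qHTS, Huh7 cells harboring an NPC1 promoter–luciferase construct received compound for 24 h; activation was quantified by luminescence following luciferase reagent addition.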
TRPV1 ag: HTS Assay for Compounds that Act as Agonists of the Vanilloid Receptor 1 | Transient receptor potential cation channel subfamily V member 1 (Homo sapiens), Q8NER1 | TRPV1-expressing cells, Fluo-8 calcium influx, agonist mode | activation, % at 8.33 µM | 0.19% of 320,000 active | AID 540275, 2011; in the data active = activation above about 80%; inconclusive = between about 30% and that limit; also: 0% is about no effect
Target sequence (Q8NER1 whole entry, looked up): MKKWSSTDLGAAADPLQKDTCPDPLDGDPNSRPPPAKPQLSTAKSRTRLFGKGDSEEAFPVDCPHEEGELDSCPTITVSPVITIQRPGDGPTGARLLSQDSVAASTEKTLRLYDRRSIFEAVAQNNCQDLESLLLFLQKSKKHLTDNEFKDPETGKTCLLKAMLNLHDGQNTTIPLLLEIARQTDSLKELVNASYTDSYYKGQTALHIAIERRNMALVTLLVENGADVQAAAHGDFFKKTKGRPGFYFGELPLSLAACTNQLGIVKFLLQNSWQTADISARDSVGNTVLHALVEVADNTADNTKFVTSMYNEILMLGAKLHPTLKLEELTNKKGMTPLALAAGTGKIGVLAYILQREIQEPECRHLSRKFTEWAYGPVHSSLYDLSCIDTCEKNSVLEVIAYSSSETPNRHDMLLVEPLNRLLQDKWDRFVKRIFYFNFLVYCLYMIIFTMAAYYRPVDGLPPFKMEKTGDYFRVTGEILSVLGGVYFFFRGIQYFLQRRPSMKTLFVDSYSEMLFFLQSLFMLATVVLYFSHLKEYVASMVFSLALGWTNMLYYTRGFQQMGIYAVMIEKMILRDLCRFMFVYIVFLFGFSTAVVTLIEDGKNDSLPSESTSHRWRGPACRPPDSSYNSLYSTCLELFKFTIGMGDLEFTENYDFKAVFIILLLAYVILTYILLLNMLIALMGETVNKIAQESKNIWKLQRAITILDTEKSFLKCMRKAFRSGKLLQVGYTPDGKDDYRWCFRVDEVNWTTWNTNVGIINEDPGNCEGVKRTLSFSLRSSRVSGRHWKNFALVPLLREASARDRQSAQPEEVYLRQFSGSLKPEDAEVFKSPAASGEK
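Cells expressing TRPV1 were dye-loaded with Fluo-8 and read kinetically: 10 s baseline, 3 min after compound (agonist portion), then 2 min after EC20 capsaicin (allosteric enhancer portion). Calcium-bound dye fluorescence at 480/520 nm.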
p53 reactivation: qHTS assay for re-activators of p53 using a Luc reporter. 0.063% of 320,000 active. AID 504706, 2011. H1299 p53-A138V BP100-luciferase reporter, luminescence, 24 h. Potency, µM (highest dose often 92.2 µM), without a hit: at the highest dose activity change, positive = activation, most hits filed as activators; also: potency is read from the fitted curve at half-maximal effect; % of control where 0% means no effect; nearly all actives have a fitted effect of over 45% in size
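H1299 (p53-null), stable ts p53-A138V + BP100-Luc; 1000 cells/well, Opti-MEM/10% FBS; cpd 4 pt, 1:5; 24 h, 37 deg C, 5% CO2; detection reagent 10 min RT; luminescence.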
RORgamma inh: qHTS for inhibitors of ROR gamma transcriptional activity. Nuclear receptor ROR-gamma (Mus musculus), P51450. Drosophila S2 Gal4-RORgamma UAS-luciferase reporter, 20 h. Potency, µM (series often up to 53.6 µM), for the others: at the top dose activity change, negative = inhibition, most hits filed as inhibitors. 5.4% of 310,000 active. AID 2551, 2010; also: potency is read from the fitted curve at half-maximal effect; % is scaled to controls: 0 for no effect and ±100 for the full control effect; nearly all actives have a fitted effect of over 60% in size
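Drosophila S2 cells stably expressing Gal4-DBD/mouse RORγ fusion under metallothionein promoter plus UAS-luciferase; compound 1 h, then 700 uM CuSO4 induction for 20 h at ambient temperature; inhibition read as reduced luminescence.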
An asterisk follows results filed as active; ? = inconclusive; · = not tested or not shown; [ ] = another dose, or the depositor's remark. Unless noted, calls follow the shape of the dose curve; as a rule, active = well fitted curve in the direction sought with a large enough effect; inconclusive = small, poorly fitted or top-dose-only effect, or another doubt; inactive = no such curve, though single readings can be large; an effect the other way counts as inactive or inconclusive. Compounds as they come; about 15% have a hit in one of these screens.

Values run as follows: ELG1 genotox	VP16 counter	Tb PFK inh	BRCA1 expr act	FLuc modulator	ELG1 DNA repair	Rab9 promoter act	NPC1 promoter act	TRPV1 ag	p53 reactivation	RORgamma inh
O=C(O)CCNS(=O)(=O)c1ccc2c(c1)OCCCO2
  2%	-2%	2%	5%	0%	3%	-7%	-6%	-4	-5%	1%
Cc1nn2cnnc2c(C)c1Cc1c(F)cccc1Cl
  6%	-20%	-1%	-3%	-1%	15%	-6%	2%	1	-3%	-10%
CN(Cc1cccnc1)C(=O)c1cc(COc2ccc3ncccc3c2)on1
  -6%	2.8µM*	4%	-28%	-6%	-13%	-27%	-18%	-2	-1%	4.5µM*
Nc1nc(NCCOCCO)nc(NC2CCCCC2)c1[N+](=O)[O-]
  9%	-1%	23%	-48%	5%	14%	0%[1.84 µM]	-10%	3	1%	13%
CCOc1ccc(N2C(=O)S/C(=C\c3cccn3C)C2=O)cc1
  11%	-23%	0%	76%	-4%	?	29%	12%	-5	16%	?
COCCn1c(COC)nc2ccccc21
  1%	0%	1%	-4%	1%	1%	-7%	-2%	-4	-2%	-11%
Cc1ccc(CNCC(O)(c2ccccc2)c2ccccc2)cc1
  -2%	-12%	0%	-3%	-16%	-22%	-5%	2%	1	0%	?
CCc1nc(Nc2cccc(F)c2)c2oc3ccccc3c2n1
  -4%	-5%	0%	-42%	-6%	-11%	-5%	0%	?	-8%	-32%
COC(=O)c1ccccc1SCc1csc(C)n1
  -3%	-1%	4%	-7%	6%	-5%	-5%	-1%	2	3%	2%
CSc1nc2nc3c(cc2c(=O)n1-c1cccc(C)c1)COC(C)(C)C3
  -9%	-16%	-6%	1%	-5%	21µM*	-4%	-1%	8	-2%	7%

Next part:
Values run as follows: ELG1 genotox	VP16 counter	Tb PFK inh	BRCA1 expr act	FLuc modulator	ELG1 DNA repair	Rab9 promoter act	NPC1 promoter act	TRPV1 ag	p53 reactivation	RORgamma inh
O=C(O)CCc1nnc(SCC(=O)Nc2ccc(Cl)c(C(F)(F)F)c2)[nH]c1=O
  6%	14%	-17%	-1%	?	4%	0%	-1%	1	3%	22%
COc1ccc(CCNC(=O)C(=O)NCC2CCCO2)cc1OC (configuration not stated)
  0%	-2%	-3%	2%	3%	-2%	2%	-3%	-5	6%	?
CCCCCC(=O)Nc1cccc(C2=NOC3(C2)C[C@H](C(N)=O)N(C(=O)CC)C3)c1 (some centres not stated)
  0%	3%	2%	0%	5%	21%	-6%	-2%	1	3%	2%
O=C(NNC(=O)c1cccc2ccccc12)c1ccc(-c2ccccc2)cc1
  5%	-20%	-3%	-7%	2%	0%	-5%	-3%	-6	-3%	-30%
Cc1cc(C(=O)CSc2nnc(-c3cccs3)o2)c(C)n1-c1ccccc1
  -6%	?	-10%	-54%	6.7µM*	?	-12%	-5%	1	-14%	?
COc1ccc(NC(=O)CN2C(=O)NC(c3ccccc3)(c3ccccc3)C2=O)cc1
  -3%	0%	2%	-13%	21µM*	1%	-2%	-3%	1	2%	14%
CCOC(=O)C1CCN(C(=O)c2ccccc2NS(=O)(=O)c2ccccc2)CC1
  0%	5%	-3%	-6%	1%	0%	6%	-2%	0	-10%	-25%
CC(=O)Nc1cc2cc(NS(=O)(=O)c3ccc(Cl)cc3)ccc2oc1=O
  ?	-3%	-1%	-3%	1%	?	-3%	3%	0	-2%	0%
O=S(=O)(c1ccc(OC(F)(F)F)cc1)N1CCCC(c2ccccc2)C1 (configuration not stated)
  1%	-16%	-10%	-6%	0%	-5%	20%	-4%	4	15%	21%
COc1ccccc1-c1c(C(F)(F)F)oc2cc(OCC(=O)Nc3ccccc3C(F)(F)F)ccc2c1=O
  0%	-28%	-6%	-14%	3%	?	-3%	-5%	-9	1%	0%

Later entries.
Values run as follows: ELG1 genotox	VP16 counter	Tb PFK inh	BRCA1 expr act	FLuc modulator	ELG1 DNA repair	Rab9 promoter act	NPC1 promoter act	TRPV1 ag	p53 reactivation	RORgamma inh
COc1cc(-c2noc(C)c2/C=C/c2ccc(N)cc2)cc(OC)c1OC
  ?	-2%	1%	-83%	1%	2%	-17%	-13%	3	5%	?
O=S(=O)(/C=C/c1ccccc1)Nc1ccc(F)cc1
  -5%	-12%	0%	-3%	2%	-10%	-1%	2%	1	-2%	?
CCOC(=O)C1CN(S(=O)(=O)c2ccc(Cl)cc2)c2cc(S(=O)(=O)CC)ccc2O1 (configuration not stated)
  -1%	-8%	-2%	-1%	-3%	5%	-8%	-3%	22	-2%	-33%
Cn1c(=O)c2sccc2n(CC(=O)NCCC2=CCCCC2)c1=O
  2%	-6%	0%	7%	-1%	-5%	0%	-3%	3	-4%	-1%
COc1ccc(CCNC(=O)CSc2ccc(-c3ccccc3)nn2)cc1OC
  1%	-15%	-3%	27%	0%	-12%	-11%	1%	-1	2%	-18%
O=C(c1ccc([N+](=O)[O-])o1)N(Cc1nnc(-c2ccccc2Cl)o1)C1CC1
  1%	·	-4%	-27%	-7%	5%	19%	-6%	1	?	·
CCOC(=O)C1CCCN(C(=O)CN2C(=O)c3ccccc3C2=O)C1 (configuration not stated)
  -6%	-2%	-3%	4%	0%	5%	18%	-1%	-1	0%	10%
CCc1cc2c(SCC(=O)c3cccs3)ncnc2s1
  23µM*	-2%	-2%	72%	-12%	?	7%	22%	29	?	38%
CCOC(=O)c1cc2c(ccn2-c2ccc(F)cc2)n1CC(=O)NC(C)(C)C
  -3%	-1%	-2%	·	-1%	?	4%	-3%	19	-6%	-1%
O=C(O)c1ccccc1S(=O)(=O)c1ccccc1CO
  -6%	3%	2%	-18%	4%	1%	-5%	-3%	1	3%	12%[10 µM]

Continuation.
Values run as follows: ELG1 genotox	VP16 counter	Tb PFK inh	BRCA1 expr act	FLuc modulator	ELG1 DNA repair	Rab9 promoter act	NPC1 promoter act	TRPV1 ag	p53 reactivation	RORgamma inh
COc1ccc(Cl)cc1S(=O)(=O)N1CCC(C(=O)NCCC2=CCCCC2)CC1
  -3%	-1%	2%	2%	4%	-8%	-8%	1%	-3	-4%	26%
Cc1cccc(NC(=O)CCNS(=O)(=O)c2ccc3[nH]c(=O)oc3c2)c1
  1%	-19%	6%	-3%	7%	12%	-10%	-2%	3	-2%	-15%
CC(=O)Nc1ccc(C2=NNC(=NCC3CCCO3)SC2)cc1 (configuration not stated)
  2%	-3%	-5%	-11%	-19%	?	16%	11%	4	11%	?
Cc1ccc(NC(=O)c2ccc(S(=O)(=O)NCc3cccnc3)cc2)cc1C
  -9%	3%	-1%	0%	-11%	?	-9%	0%	?	-4%	21%
CCC(=O)N1CCN=C1SCc1ccccc1
  0%	11%	-7%	1%	0%	-2%	2%	1%	0	5%	-8%
CCCCn1c(=O)nc2n(-c3ccc(OC)cc3)c3ccccc3cc-2c1=O
  -2%	-12%	2%	-29%	-3%	6%	2%	-2%	-1	5%	28%
Cc1ccc2nc(C)c3c(c2c1)N(c1ccc(F)cc1)CC3
  -17%	-3%	-2%	-14%	-1%	?	-7%	-7%	8	-4%	-25%
Cn1c(Cl)cnc1C1CC(=O)c2cc(Cl)ccc2O1 (configuration not stated)
  -48%[inhibitor]	-1%[0.365 µM]	-12%	-82%	0%	0%	-23%	-20%	-3	-25%	?
CC(C)OC(=O)c1ccc(N2CCN(c3ccc(F)cc3)CC2)nc1
  -9%	-7%	4%	-20%	3%	?	-2%[1.84 µM]	-8%	5	11%	?
C=CCn1c(SCc2nc(N)nc(N(C)C)n2)nnc1-c1cccnc1
  3%	6%	-7%	-28%	-1%	?	-1%	-1%	-1	-5%	2%
C=CCNC(=O)C12CC3(C)CC(C)(CC(C)(C3)C1)C2
  -4%	-8%	-2%	4%	-1%	-13%	-2%	-3%	20	-4%	-14%
COc1ccc(CN2CCN(C3CCSCC3)CC2CCO)c(C)c1C (configuration not stated)
  -4%	6%	3%	-1%	-3%	4%	0%	-4%	1	0%	-7%
